GSIS activator: GLuc luminescence reporter in INS-1E cells, primary screen for activators of glucose-dependent secretion of insulin | AID 743287 | actives 0.61% (n = 370,000) | INS-1E GLuc reporter insulin secretion, 2-3 h | activation, % at 16.6 µM;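 active = lowest replicate activation of at least 40%, so every replicate reaches that level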;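 note: 0% = median of neutral control wells and 100% = median of IBMX positive control wells; some compounds called inactive have numbers as strong as hits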
RAD52 anneal inh: inhibitors of human RAD52 DNA annealing | P43351 | recombinant RAD52 DNA annealing, FRET fluorescence | inhibition, % at 18.7 µM | actives 0.46% (n = 360,000);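 active = every replicate showing at least 50% inhibition; inconclusive = mean inhibition at least 50% but not in every replicate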
Target sequence (P43351 whole entry, looked up): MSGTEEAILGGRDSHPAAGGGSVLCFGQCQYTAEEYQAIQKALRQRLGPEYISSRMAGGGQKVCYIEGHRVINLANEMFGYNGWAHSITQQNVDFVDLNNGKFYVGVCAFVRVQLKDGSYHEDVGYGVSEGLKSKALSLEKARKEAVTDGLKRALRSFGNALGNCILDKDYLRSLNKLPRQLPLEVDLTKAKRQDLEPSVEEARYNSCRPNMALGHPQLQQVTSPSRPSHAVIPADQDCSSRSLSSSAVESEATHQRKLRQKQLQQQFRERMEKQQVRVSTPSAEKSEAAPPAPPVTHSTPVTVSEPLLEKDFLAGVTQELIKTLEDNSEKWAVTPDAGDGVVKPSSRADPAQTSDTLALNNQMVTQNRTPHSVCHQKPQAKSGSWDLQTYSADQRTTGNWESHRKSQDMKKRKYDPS
E-sel inducer: E-selectin induction on HUVECs. P16581. HUVEC E-selectin immunofluorescence imaging; normalized: neutral wells 0, TNF-alpha wells 100. activation, % at 7.58 µM. actives 0.37% (n = 260,000);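 active = mean E-selectin-positive cell signal at least 10% of the positive control, reached in at least 60% of replicates, without over 20% cell loss; inconclusive = no rule given, readout overlaps actives, possibly toxicity-flagged; inactive = the rest, including those meeting only one limit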;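 note: in these data hits start at about 27%; measured in HUVEC primary endothelial cells; signal is the percent of cells scored E-selectin positive by PE staining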
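Test system: HUVEC | Signal: Immunofluorescence imaging | Read-out: Percent E-selectin-positive cells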
XiGFP reactiv: activators of X-chromosome reactivation in mouse fibroblasts; XiGFP mouse fibroblasts, % GFP-positive cells imaging, 3 d; cells co-treated with 5-aza-dC sensitizer; scaled so ellipticine positive control = 100%; actives 0.055% (n = 360,000); AID 743238; activation, % at 7.58 µM;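 active = mean normalized replicate activation at least 10% and every replicate at or above 10%; inconclusive = only one of the two criteria met; inactive = mean below 10% and not all replicates reach 10%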;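 note: 0% = median of on-plate neutral control wells and 100% = ellipticine 6 µM median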
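Material: SV40-immortalized XiGFP fibroblast cells, line 68-5-11 | Buffer or medium: DMEM containing 5-aza-dC | Dosing: One concentration, pinned | Times: 3 d treatment, 15 min room-temperature fixation | Controls: Ellipticine 6 µM positive control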
CFTR F508del cor: correctors of CFTR F508del function in bronchial epithelial cells | CFBE cells, YFP halide quenching; stimulated with forskolin plus potentiator P3; % fluorescence drop versus neutral controls | activity (quench increase), % at 7.58 µM | actives 0.36% (n = 350,000);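 active = mean added fluorescence quench of at least 8% versus neutral control, with both replicates also reaching 8%; inconclusive = only one of the mean or replicate conditions met; inactive = mean below 8% and not both replicates reaching 8%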;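 note: cells transiently co-express mutant CFTR-F508del with the halide-sensitive YFP; corrector assay measuring rescue of mutant channel to the surface after 24 h compound exposure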
RAD54 inh: blocks human RAD54 Holliday junction branch migration. actives 0.14% (n = 360,000). FAM/BHQ fluorescence. AID 602329. Q92698. inhibition, % at 10.4 µM;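 active = mean normalized replicate activity at least 40 and at least half of replicates scoring 40 or more; inconclusive = only one of the two criteria met; inactive = mean below 40 and under half of replicates reaching 40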;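 note: 0% = median of neutral control wells and 100% = median of positive control wells; inhibitors cause a drop in the FAM fluorescence signal; in these data hits start at about 50%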
DENV2 CPE: inhibitors of DENV2 cytopathic effect; DENV2-infected cells, cytopathic effect rescue, plate reader; CPE inhibition, % at 9.99 µM; actives 1.7% (n = 350,000); in the data active = CPE inhibition above about 20%, passing the limit was not always enough; inconclusive = no clear call, values can overlap the other calls; tested in BHK-21 cells;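 note: 0% = median of neutral control wells and 100% = median of positive control wells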
Casp6 inh: blocks human caspase-6 cleavage activity; P55212; purified caspase-6, Z-VEID-R110 cleavage fluorescence; actives 0.53% (n = 350,000); AID 686996; inhibition, % at 12.5 µM;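 active = mean inhibition across replicates at least about 35%, with every replicate also reaching that limit, limit read from the data; inconclusive = only one of the two criteria met; inactive = neither criterion met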;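 note: 0% = median of neutral control wells and 100% = no fluorescence left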
Target sequence (P55212 24-179 limits assumed): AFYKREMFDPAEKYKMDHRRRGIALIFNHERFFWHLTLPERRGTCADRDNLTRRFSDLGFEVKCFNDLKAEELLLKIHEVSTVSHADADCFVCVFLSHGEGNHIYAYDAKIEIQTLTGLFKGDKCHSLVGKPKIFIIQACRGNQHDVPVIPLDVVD
Target sequence (P55212 194-293 limits assumed): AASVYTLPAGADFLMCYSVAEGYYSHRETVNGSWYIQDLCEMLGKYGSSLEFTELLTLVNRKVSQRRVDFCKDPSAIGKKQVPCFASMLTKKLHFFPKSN
* = called active by the depositor; ? = inconclusive; · = not tested or not shown.

molecule	GSIS activator	RAD52 anneal inh	E-sel inducer	XiGFP reactiv	CFTR F508del cor	RAD54 inh	DENV2 CPE	Casp6 inh
Cc1ccc(S(=O)(=O)CCC(=O)NCc2ccccc2)cc1	15	-15	·	0.0	·	·	22*	0
C[C@H](CO)N1C[C@H](C)[C@@H](CN(C)Cc2ccc(Oc3ccccc3)cc2)Oc2ccc(NS(=O)(=O)c3ccc(Cl)cc3)cc2CC1=O	-6	34	-0.2	-0.5	4.6	-11	-2	1
CCOc1ccccc1NC(=O)COC(=O)c1cccc(-c2ccc(OC(C)=O)cc2)c1	·	19	0.6	-0.1	·	-5	1	2
NC(=O)c1ccc(NC(=O)COC(=O)c2ccc(Cl)nc2)cc1	7	-25	·	0.3	-2.0	-14	-3	0
Cc1cc2c(=O)n(C)c(SCC(=O)Nc3cccc(F)c3)nc2s1	-1	-14	·	·	1.7	7	2	0
COCC(=O)Nc1ccc2c(c1)C(=O)N(C)[C@@H]1CC[C@@H](CC(=O)NCc3cccc(F)c3)O[C@@H]1CO2	1	·	0.0	0.3	1.4	-21	3	·
O=C(NCc1cccnc1)c1cccc(S(=O)(=O)Nc2cccc(Cl)c2)c1	-13	-3	0.2	0.2	4.1	4	-1	1
COC(=O)Cc1ccc(NC(=S)NC(C)(C)C)cc1	-21	1	·	0.0	0.3	·	4	-2
O=C(O)c1cccc2sc3cc(Cl)ccc3c(=O)c12	10	-3	0.1	-0.4	2.9	3	-9	-5
Cc1nn(-c2cccc(Cl)c2)c(Cl)c1/C=N/NC(=O)c1cccnc1	9	-2	1.9	-0.1	0.9	·	4	3
CS(=O)(=O)Nc1ccc(C(=O)NCCSC2CCCCC2)cc1	·	-22	·	·	-2.0	·	-6	-2
O=C(N/N=C/c1cccs1)c1ccc2ncccc2c1	18	-1	1.9	-0.2	3.0	·	7	1
O=C(c1cccnc1)N1C[C@H]2[C@@H](c3ccccc31)[C@@H](CO)N2CC1CCCCC1	4	-11	-0.4	0.4	0.4	-11	7	-1
COc1ccc(C(=O)c2cc3c(cc2[N+](=O)[O-])OCCO3)cc1	3	-16	·	0.1	2.3	·	5	2
O=C(CC(CC(=O)c1ccccc1)c1ccccn1)c1ccccc1	·	10	-0.2	-0.1	5.0	-3	?	5
C[C@H](CO)N1C[C@H](C)[C@@H](CN(C)C(=O)Cc2ccccc2)Oc2cc(-c3ccccc3)ccc2S1(=O)=O	-23	29	-0.8	-0.9	·	-8	-7	2
Cc1noc(C)c1NC(=O)N(C)C[C@@H]1Oc2ccc(NS(=O)(=O)c3cn(C)cn3)cc2C(=O)N([C@@H](C)CO)C[C@@H]1C	16	9	0.2	0.1	-1.0	9	-1	0
CCC(c1nnc(SCC(=O)Nc2cc(C)on2)o1)N(C)C (configuration not stated)	·	4	-0.1	-0.1	-4.3	-6	-3	2
CC1=CC(C)(C)N2C(=O)C3(C(C#N)=C(N)Oc4cc(O)ccc43)c3c(C)c(C)cc1c32 (configuration not stated)	-18	-4	·	·	0.9	5	17	3
Cc1ccc(CNS(=O)(=O)c2ccc(-n3cnnn3)c(C)c2)cc1	-10	0	0.2	0.0	0.5	9	-2	3
c1ccc2sc(NC3=NCN(CCN4CCOCC4)CN3)nc2c1	-6	-5	·	0.1	-4.2	·	5	-2
CC(=O)Nc1ccc(S(=O)(=O)Nc2ccccc2N2CCOCC2)cc1	26	2	1.0	0.3	-0.2	-4	3	-1
Cc1cccc(C(=O)OC(C)C(=O)Nc2ccc(S(=O)(=O)N3CCCC3)cc2)c1O (configuration not stated)	-8	-11	·	-0.1	1.1	7	?	0
C[C@H]1CN([C@@H](C)CO)S(=O)(=O)c2ccc(-c3ccccc3)cc2O[C@@H]1CN(C)Cc1ccccc1	-7	·	-0.3	-0.5	-0.2	·	·	·
O=[N+]([O-])c1ccc(NN=Cc2cccc3ccccc23)cc1	-3	-9	0.8	0.2	3.3	4	-8	-1
O=C(NNC(=O)c1ccc(F)cc1)c1ccncc1	1	-1	·	0.0	2.4	0	2	2
O=C(CCc1nc2ccccc2c(=O)[nH]1)OCC(=O)N1CCc2ccccc21	13	-7	1.6	-0.2	0.1	·	7	1
CCCc1nc2sc3c(c2c(=O)n1NC(=O)CCC(=O)OC)CCCC3	-12	4	-0.1	0.0	0.0	·	18	-1
C[C@@H]1CN([C@H](C)CO)C(=O)c2c(c3ccccc3n2C)-c2ccccc2CO[C@@H]1CN(C)S(=O)(=O)CC(F)(F)F	4	10	-3.4	0.8	0.6	-1	7	-1
CC1=CC(C)(C)N(C(=O)CN2C(=O)CCC2=O)c2ccccc21	·	5	·	0.0	0.1	·	6	0
CC1CN(Cc2ccccc2)c2nc3c(c(=O)[nH]c(=O)n3C)n2C1 (configuration not stated)	2	-2	·	0.2	0.9	·	-6	3
COc1ccc(CNC(=O)CN2C(=O)NC3(CCCCCC3)C2=O)cc1	62*	-9	-0.5	0.0	1.6	1	3	0
CCc1ccc(N(C(=O)c2csnn2)C(C(=O)NC2CCCC2)c2cccnc2)cc1 (configuration not stated)	7	-11	0.3	0.9	0.0	-6	?	3
COC(=O)CCC(=O)N(C)CC1CCCN(CCc2cccc(C(F)(F)F)c2)C1 (configuration not stated)	-16	-16	-0.1	0.1	-1.3	1	6	-2
COc1ccc(C(O)c2nc(-c3cccc(C(F)(F)F)c3)cs2)cc1 (configuration not stated)	·	-3	0.1	0.0	3.2	6	-1	3
COC(=O)c1ccc(S(=O)(=O)NCc2ccco2)o1	-3	-15	0.1	0.3	0.4	7	3	6
O=C1OC2(c3ccccc31)c1ccccc1-c1ccccc12	-9	1	0.0	0.0	-2.8	-1	0	-2
COc1ccc2c3c(n(C)c2c1)[C@@H](CO)N(C)CC31CCN(C(=O)NC(C)C)CC1	4	-6	-0.2	0.0	-1.2	·	-2	2
COC(=O)C1=C(C)N(Cc2ccccc2C(F)(F)F)C(=NCc2cc(OC)c(OC)c(OC)c2)NC1CCc1ccccc1 (configuration not stated)	·	-27	0.0	0.3	7.5	·	7	-3
CCOc1ccc(C/C(N)=N/n2cnnc2)cc1	8	-7	·	·	-0.6	3	3	-1
CCc1c(C)nc2ncnn2c1Nc1ccc(C)cc1	-5	-10	·	0.3	1.6	4	?	1
CNCCC=C1c2ccccc2CCc2ccccc21	·	-2	2.4	0.0	0.2	13	1	1
COc1ccc(NC(=O)c2ccc(NC(=O)CN3CCN(c4ccccc4OC)CC3)cc2)cc1	·	-26	0.3	0.2	-0.3	-5	4	-4
CCSc1ccccc1C(=O)NCc1cccnc1	3	-7	0.0	0.4	3.2	-2	5	1
C[C@@H]1CN([C@H](C)CO)S(=O)(=O)c2ccc(-c3cccc(C#N)c3)cc2O[C@@H]1CN(C)C(=O)c1ccncc1	10	-2	0.3	-0.6	0.6	7	-4	-1
CCc1nc2c(OCc3ccccc3C)cccn2c1N(C)C(=O)c1ccc(C)cc1	·	-41	0.5	0.1	3.0	-3	8	1
CCOC(=O)c1c(-c2ccc(-c3ccccc3)cc2)csc1NC(=O)CCN1CCOCC1	-9	-22	-0.4	0.5	·	3	-3	0
CN(C)CCNC(=O)C(=O)C1C(=O)Nc2ccccc21 (configuration not stated)	4	-15	0.7	0.4	-2.1	·	-3	-3
CC(C)CCN=CC1=C(O)CC(c2ccccc2)CC1=O (configuration not stated)	5	-20	·	0.0	0.6	·	10	-2
Cc1cccc(C(=O)NCC2CCN(C(=O)c3cccc(C)c3)CC2)c1	10	-5	-0.3	-0.1	3.1	7	-1	-4
CN1CCN(C(=O)[C@@H]2[C@@H](CO)[C@@H]3Cn4c(ccc(-c5cncnc5)c4=O)[C@@H]3N2CC2CCCC2)CC1	23	-10	-0.3	0.8	2.2	-3	-10	2
CCN(CC)CCNS(=O)(=O)c1ccc2c3c(cccc13)C(=O)N2	-1	-6	·	0.1	-4.8	13	5	-6
Cc1cccc(S(=O)(=O)NNC(=O)c2sc(C)nc2C)c1	11	-3	·	0.3	·	·	2	0
CCOC(=O)C(C)Sc1ccc2nnc(CCNS(=O)(=O)c3ccccc3)n2n1 (configuration not stated)	7	-2	·	-0.1	0.6	·	·	1
O=S1(=O)CCOCCCN1Cc1cccc(F)c1	-4	10	·	0.1	0.7	-2	-12	-6
O=C(N/N=C/c1cc(Br)cs1)c1c[nH]c2ccccc12	-30	-22	1.4	0.1	1.6	-2	2	7

Next part
molecule	GSIS activator	RAD52 anneal inh	E-sel inducer	XiGFP reactiv	CFTR F508del cor	RAD54 inh	DENV2 CPE	Casp6 inh
C[C@H](CO)N1C[C@H](C)[C@H](CN(C)Cc2ccc(C(=O)Nc3ccccc3N)cc2)Oc2c(NS(C)(=O)=O)cccc2C1=O	8	7	·	0.1	-1.8	·	-5	-4
Cc1noc(C)c1NC(=O)N(C)C[C@H]1Oc2c(NC(=O)c3ccncc3)cccc2C(=O)N([C@H](C)CO)C[C@H]1C	21	-21	12	0.0	0.2	4	?	0
COc1ccc(S(=O)(=O)N(C)C[C@H]2Oc3ccc(NC(=O)Nc4ccc5c(c4)OCO5)cc3CC(=O)N([C@H](C)CO)C[C@@H]2C)cc1	-4	-4	429*	-0.1	-0.8	6	-6	1
CC(=O)n1cc([C@@H]2C=C(C(=O)N3CCCCCCC3)O[C@H](OCCCCO)C2)c2ccccc21	·	-24	·	·	2.8	-9	5	-1
Cc1ccc(/C=N/N2CCN(C3c4ccccc4-c4ccccc43)CC2)s1	·	-4	0.9	0.2	·	·	2	6

High-throughput results as filed in PubChem BioAssay.
